# Screening data (PubChem)
# Pf growth 48h: inhibits P. falciparum growth in the first generation, 48 h. P. falciparum luciferase growth in erythrocytes, 48 h. 310,000 tested, 5.9% active. Potency, µM (highest dose often 28.7 µM), inactives show top-dose activity change, negative = inhibition, most hits filed as inhibitors; further: potency means the concentration at half of the fitted maximal effect; on the % scale 0 is the no-effect control and ±100 the full control effect
#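 Luciferase-expressing parasites in RBCs, 2% Hct / 0.1% parasitemia final; RPMI 1640 + 0.5% Albumax; 37 C, 5% CO2, one generation; luminescence read-out, lower signal = inhibition.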
# CHX counter: affects cycloheximide protein synthesis inhibition readout, counter-screen | max response, % | 300,000 tested, 12% active | cell reporter, cycloheximide protein synthesis inhibition counterscreen; in the data active means max response mostly above about 13%, no sharp cut-off; inactive means mostly below about 14%; further: read at 38.3 µM for the half of the compounds with a filed dose; 0% is about no effect
# Giardia FBPA inh: Giardia lamblia aldolase inhibition; 290,000 tested, 0.71% active; purified Giardia FBPA; Potency, µM (top dose mostly 59.6 µM), without a hit: top-dose activity, negative = inhibition, hits mostly inhibitors; A8B2U2; further: potency means the concentration at half of the fitted maximal effect; on the % scale 0 is the no-effect control and ±100 the full control effect; nearly all actives have a fitted effect of over 55% in size
# Target sequence (A8B2U2 whole entry, looked up): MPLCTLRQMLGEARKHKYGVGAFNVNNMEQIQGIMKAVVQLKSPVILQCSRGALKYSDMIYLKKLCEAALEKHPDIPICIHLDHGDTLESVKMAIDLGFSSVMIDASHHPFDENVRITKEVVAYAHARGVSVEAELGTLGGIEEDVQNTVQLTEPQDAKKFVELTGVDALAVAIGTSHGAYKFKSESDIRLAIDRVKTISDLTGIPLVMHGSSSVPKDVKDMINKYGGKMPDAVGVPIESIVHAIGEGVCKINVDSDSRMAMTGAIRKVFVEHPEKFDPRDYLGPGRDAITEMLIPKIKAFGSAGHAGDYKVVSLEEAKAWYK
#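 40 nM FBPA preincubated 10 min at RT with compound (up to 57.5 uM final), then substrate plus GAPDH/TPI/NAD/arsenate coupling and diaphorase/resazurin added. Fluorescence read after 20 min at RT, 525/598 nm.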
# Sm TGR inh: blocks Schistosoma mansoni thioredoxin glutathione reductase; purified TGR, DTNB reduction, TNB absorbance 405 nm; Potency, µM (doses to about 114 µM), for the others: at the top dose activity change, negative = inhibition, most hits filed as inhibitors; 360,000 tested, 3% active; further: potency means the concentration at half of the fitted maximal effect; on the % scale 0 is the no-effect control and ±100 the full control effect; nearly all actives have a fitted effect of over 60% in size
#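 Kinetic colorimetric format: TGR-catalysed, NADPH-driven DTNB reduction monitored via TNB absorbance. Enzyme dispensed at 20 nM; compound exposure 15 min at room temperature before reaction start.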
# Pf growth 96h: P. falciparum growth inhibition at 96 hour, primary screen for plastid delayed-death inhibitors; P. falciparum luciferase reporter growth, 96 h; Potency, µM (doses to about 28.7 µM), inactives show at the highest dose activity change, negative = inhibition, most hits filed as inhibitors; 320,000 tested, 6.9% active; further: potency means the concentration at half of the fitted maximal effect; on the % scale 0 is the no-effect control and ±100 the full control effect
#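 Readout is luminescence from an integrated firefly luciferase in P. falciparum. Red cells, 2% hematocrit and 0.05% parasitemia final, were cultured with compound through two parasite generations (96 hours) at 37 C, 5% CO2.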
# Shiga inhibitor: blocks Shiga toxin action in Vero cells. 290,000 tested, 9.2% active. Vero cells, Shiga toxin protein synthesis inhibition reporter. inhibition, % at 38.7 µM. AID 2315; in the data active means inhibition mostly above about 28%, no sharp cut-off; inactive means mostly below about 43%; further: 0% is about no effect
# The depositor's hits bear a star; ? = inconclusive; . = not tested or not shown; & = joins results of further samples; [ ] = another dose, or the depositor's remark. Unless noted, the call rests on the fitted dose curve; in most records, active means well fitted curve in the direction sought with a large enough effect; inconclusive means small, poorly fitted or top-dose-only effect, or another doubt; inactive means no such curve, though single readings can be large; an effect the other way counts as inactive or inconclusive. Rows are unselected (roughly 24% active in at least one column).
SMILES,Pf growth 48h,CHX counter,Giardia FBPA inh,Sm TGR inh,Pf growth 96h,Shiga inhibitor
COc1nsnc1NS(=O)(=O)c1ccc(NC(=S)NC(=O)c2cccnc2)cc1,?,6,-11%,.,41%[activator],-4
CCn1ccnc1CN1CCN(CC=C(C)C)C(CCO)C1 (stereo not drawn),39%,-3,0%,-10%,24%,8
Cn1nnnc1SCC(=O)Nc1cc(S(=O)(=O)N2CCCC2)ccc1Cl,-4%,-4,5%,-7%,?,21
Nc1ccc2nc(CCCCCCCCc3nc4ccc(N)cc4[nH]3)[nH]c2c1,7.4µM*,-1,?,-2%,6%,-14
CCc1ccccc1NC(=O)c1nnn(CC(=O)Nc2cccc(C)c2C)c1N,50%[activator],-2,2%,6%,32%[activator],11
CCC1CCCCN1S(=O)(=O)c1ccc(S(=O)(=O)N2CCN(S(=O)(=O)CC)CC2)cc1 (stereo not drawn),-12%,-2,1%,?,?,-14
N#Cc1cnn2cc(-c3ncc(C(F)(F)F)cc3Cl)cnc12,?,29*,-1%,2%,?,24
COc1cccc(/C=C(\C)C(=O)c2c(C)cc(C)[nH]c2=O)c1OC,6%,-4,6%,-19%,-6%,-14
O=C(Cn1ncnn1)OCc1ccccc1Cl,2%,-6,3%,1%,-9%,-12
O=C(CSc1nc(O)cc(=O)[nH]1)N1c2ccccc2Sc2ccccc21,?,10,12%,6%,?,11
O=C(/C(=N\Nc1ccc([N+](=O)[O-])cc1)Sc1nnnn1-c1ccccc1)c1ccccc1,2%,-2,6%,1%,6%,-12
O=c1c(S(=O)(=O)c2ccc(Cl)cc2)cn(Cc2ccccc2F)c2ccc(F)cc12,?,0,4%,2%,?,12
N#Cc1c(NC(=S)NC(=O)c2ccccc2)sc2c1CCC2,30%,32*,-9%,4µM*,-80%,37
Cc1ccc(SCc2cc(-c3ccc(Cl)cc3)on2)cc1,7%,-1,-1%,7%,-1%,19
COc1ccc(N(CC(=O)Nc2ccccc2C(=O)N2CCOCC2)S(=O)(=O)c2ccc(F)cc2)cc1,-1%,5,0%,10%,10µM*,1
O=C(COC(=O)c1ccccc1Nc1ccc(SC(F)F)cc1)NCc1ccco1,?,33*,1%,36%[activator],?,63*
O=C(COC(=O)Cc1ccc(S(=O)(=O)N2CCOCC2)s1)Nc1ccc([N+](=O)[O-])cc1,?,.,.,-9%,?,.
O=c1c2ccccc2nc(SCc2cccc(F)c2)n1C1CCCC1,?,-5,-2%,4%,24%,-8
Cc1cc2ccccn2c1C(=O)c1ccc(NN)c([N+](=O)[O-])c1,?,-2,-2%,-1%,?,-7
CCOc1ccc(NC(=O)CN(C2CCCCC2)S(C)(=O)=O)cc1,.,0,-2%,2%,-5%,-22
Clc1ccccc1CSc1nnc(-c2ccco2)c(-c2ccco2)n1,?,8,-26%,7.9µM*,18%,-4
COc1ccc(Cc2c(O)nc(SCC(=O)NC34CC5CC(CC(C5)C3)C4)[nH]c2=O)cc1,?,-1&-7,15%&18%,-6%&-7%,?,-16&-4
COc1cc(OC)cc(C(=O)NCC(=O)Nc2ccc(-c3ccccc3)cc2)c1,50%[activator],20*,14%,2%,33%[activator],63*
Cc1ccc(NC(=O)COc2cccc3c2OC(C)(C)C3)c(O)c1,10µM*,.,.,1%,?,.
Cc1cccc(C)c1NC(=O)CNC(=O)CCCN1C(=O)c2cccc3cccc(c23)C1=O,-18%,.,.,-2%,-12%,.
CC(C)C1OC2(C)OC(=N)C1(C#N)C(C#N)(C#N)C2c1ccccc1 (stereo not drawn),7%,-2,-14%,?,?,-5
Cc1cc(NC(=O)c2cccc(S(=O)(=O)N3c4ccccc4CC3C)c2)no1 (stereo not drawn),3.3µM*,-1,-5%,11%,5.2µM*,-2
O=C(CN(CC1CCCO1)C(=O)Cn1nnc(-c2ccc(F)cc2)n1)NC1CCCCC1 (stereo not drawn),.,-3,3%,-5%[11.4 µM],28%,-7
O=C(NCCc1ccccc1)C(=O)NCC1OCCCN1S(=O)(=O)c1cc(F)ccc1F (stereo not drawn),?,0,.,-8%,?,-20
COc1ccc(NC(=O)C(NC(=O)CNC(C)=O)c2ccc(C)cc2)cc1 (stereo not drawn),?,-1,14%,8%,?,4
COc1ccccc1C1C(C(=O)c2ccco2)=C(O)C(=O)N1c1cc(C)on1 (stereo not drawn),-4%,-1,.,0%,9%,-10
CN(C)S(=O)(=O)c1ccc(S(=O)(=O)Nc2ccc3c(c2)oc2ccccc23)cc1,10%,-2,-5%,12%,-15%,6
CSc1ccc(/C=N/Nc2nc(C)cc(=O)[nH]2)cc1,40%[activator],11,-6%,1%,10%,29
CCC1Sc2ccc(S(=O)(=O)CCC(=O)Nc3ccc(OC(F)(F)F)cc3)cc2NC1=O (stereo not drawn),?,4,4%,7%,4%,-2
CN(C)c1ccc(C2C3=C(CCCC3=O)OC3=C2C(=O)CCC3)cc1,?,-2,?,23%,?,-5
Cc1ccc(C2(c3noc(CN(C)CC4COCCO4)n3)CCCC2)cc1 (stereo not drawn),?,8,-2%,-23%,?,8
O=C(C1CCCN(Cc2ccccc2[N+](=O)[O-])C1)N1CCCCC1 (stereo not drawn),1%,2,?,5%,12%,-2
CC(C)NC(=O)C(C)N1CCN(S(=O)(=O)c2ccc3ccccc3c2)CC1 (stereo not drawn),23%,-2,?,-5%,16%,-4
COc1cccc(C(=O)NC2CCCN(C3Cc4ccccc4C3)C2)c1OC (stereo not drawn),-13%,-2,-19%,1%,4%,-4
O=C(NCCc1ccccc1)c1ccc2c(c1)S(=O)(=O)c1cc(Cl)ccc1C2=O,?,.,.,-16%,-7%,.
CCS(=O)(=O)c1ccc2oc(SCC(=O)NCCC3=CCCCC3)nc2c1,?,-1,5%,25%,.,19
CN(C)S(=O)(=O)c1cccc(NC(=O)COC(=O)CCc2nc3ccccc3s2)c1,-2%,-3,1%,-7%,.,-8
CC(OC(=O)Cn1c(C(F)(F)F)nc2ccccc21)C(N)=O (stereo not drawn),26%,-8,-1%,0%,77%[activator],34
COc1cccc(N2C(=O)C3CC=C(Cl)CC3C2=O)c1 (stereo not drawn),-2%,-3,-4%,-28%,.,-5
Cc1cc(NC(=O)C(C)C)ncc1NC(=O)c1ccccn1,33%[activator],30*,-13%,.,11%,129*
O=C(CSc1nnnn1Cc1ccccc1)c1ccccc1F,-19%,1,5%,1%,?,-4
COC(/C=C/Nc1ccc(Cl)cc1)=C(C#N)C#N,7%,2,-3%,2%,23%,3
Cc1ccc(C)n1-n1c(C)nc2scc(-c3cccs3)c2c1=O,-11%,-3,1%,7%,.,7
CN(C(=O)/C(N=Nc1cccc(C(F)(F)F)c1)=C(\O)C(F)(F)F)c1ccccc1,?,3,8%,10%,?,2
COc1ccc(NC(=O)CN(C)C(=O)Cc2n[nH]c(=O)c3ccccc23)cc1,-27%,.,.,-2%,26%,.
Cc1nc(SCC(=O)N(CC(C)C)C2CCS(=O)(=O)C2)c(C#N)c(C)c1C (stereo not drawn),?,.,.,-1%,-18%,.
O=C(Nc1ccccc1-c1nnn(CC(=O)N2CCN(c3ccccc3)CC2)n1)c1cccs1,?,-4,5%,-8%,9.3µM*,-12
Cc1cccc(N2CCN(C(=O)c3cccc(N4CCCC4=O)c3)C(C)C2)c1 (stereo not drawn),?,1,.,0%,?,6
CC1CN(C(=O)c2cc3cc(Br)ccc3[nH]2)CC(C)O1 (stereo not drawn),12µM*,-2,-7%,-34%,?,-4
COCCCNC(=O)C(C#N)c1nc2ccccc2nc1N1CCN(Cc2ccccc2)CC1 (stereo not drawn),?,-1,-11%,-19%,?,-9
FC(F)(F)c1cccc(Nc2cc(-c3ccccc3)nc3ncnn23)c1,-18%,-2,11%,8%,5%,15
NS(=O)(=O)c1ccc(CCNC(=O)c2ccccc2OCc2ccc(F)cc2)cc1,-6%,-4,6%,5%,-27%,-5
Cc1noc(C)c1-c1ccc2ncnc(NCc3ccc(-c4ccccc4)cc3)c2c1,.,38*,-2%,.,.,48*
CCc1ccccc1NC(=O)CCOc1ccccc1,-7%,1,.,-17%&-2%,-7%,-7
O=C(NCc1ccccc1)c1ccc2nc(-c3ccco3)c(-c3ccco3)nc2c1,.,-3,?,1.4µM*,12µM*,-6
CC(=O)Nc1ccc(Oc2cnccn2)cc1,24%,0,2%,-2%,6%,-2
